DENV2 CPE rescue – protects cells from dengue virus 2 cytopathic effect; hit rate 1.7% among 350,000; DENV2-infected cells, cytopathic effect rescue, plate reader; CPE inhibition, % at 9.99 µM; in the data active = CPE inhibition above about 20%, passing the limit was not always enough; inconclusive = no clear call, values can overlap the other calls; tested in BHK-21 cells;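 note: 0% = median of neutral control wells and 100% = median of positive control wells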
RAD52 anneal inh – inhibitors of human RAD52 DNA annealing; P43351; recombinant RAD52 DNA annealing, FRET fluorescence; inhibition, % at 18.7 µM; hit rate 0.46% among 360,000; AID 651710;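 active = every replicate showing at least 50% inhibition; inconclusive = mean inhibition at least 50% but not in every replicate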
INS-1E GSIS act – GLuc luminescence reporter in INS-1E cells, primary screen for activators of glucose-dependent secretion of insulin; INS-1E GLuc reporter insulin secretion, 2-3 h; activation, % at 16.6 µM; hit rate 0.61% among 370,000;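 active = lowest replicate activation of at least 40%, so every replicate reaches that level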;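 note: 0% = median of neutral control wells and 100% = median of IBMX positive control wells; some compounds called inactive have numbers as strong as hits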
XiGFP reactiv – activators of X-chromosome reactivation in mouse fibroblasts | XiGFP mouse fibroblasts, % GFP-positive cells imaging, 3 d; cells co-treated with 5-aza-dC sensitizer; scaled so ellipticine positive control = 100% | activation, % at 7.58 µM | hit rate 0.055% among 360,000;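 active = mean normalized replicate activation at least 10% and every replicate at or above 10%; inconclusive = only one of the two criteria met; inactive = mean below 10% and not all replicates reach 10%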;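 note: 0% = median of on-plate neutral control wells and 100% = ellipticine 6 µM median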
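Assay system: SV40-immortalized XiGFP fibroblast cells, line 68-5-11; buffer or medium: DMEM plus 5-aza-dC sensitizer; compound: one concentration, pinned; timing: compounds 3 days, fix/stain 15 min at room temperature; benchmarks: positive control ellipticine, 6 µM final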
F508del corr – CFTR F508del correction in bronchial cells | CFBE cells, YFP halide quenching; stimulated with forskolin plus potentiator P3; % fluorescence drop versus neutral controls | activity (quench increase), % at 7.58 µM | hit rate 0.36% among 350,000;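 active = mean added fluorescence quench of at least 8% versus neutral control, with both replicates also reaching 8%; inconclusive = only one of the mean or replicate conditions met; inactive = mean below 8% and not both replicates reaching 8%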;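 note: cells transiently co-express mutant CFTR-F508del with the halide-sensitive YFP; corrector assay measuring rescue of mutant channel to the surface after 24 h compound exposure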
RAD54 inh – blocks human RAD54 Holliday junction branch migration | inhibition, % at 10.4 µM | hit rate 0.14% among 360,000 | AID 602329 | FAM/BHQ fluorescence;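 active = mean normalized replicate activity at least 40 and at least half of replicates scoring 40 or more; inconclusive = only one of the two criteria met; inactive = mean below 40 and under half of replicates reaching 40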;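 note: 0% = median of neutral control wells and 100% = median of positive control wells; inhibitors cause a drop in the FAM fluorescence signal; in these data hits start at about 50%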
Target sequence (Q92698 whole entry, looked up): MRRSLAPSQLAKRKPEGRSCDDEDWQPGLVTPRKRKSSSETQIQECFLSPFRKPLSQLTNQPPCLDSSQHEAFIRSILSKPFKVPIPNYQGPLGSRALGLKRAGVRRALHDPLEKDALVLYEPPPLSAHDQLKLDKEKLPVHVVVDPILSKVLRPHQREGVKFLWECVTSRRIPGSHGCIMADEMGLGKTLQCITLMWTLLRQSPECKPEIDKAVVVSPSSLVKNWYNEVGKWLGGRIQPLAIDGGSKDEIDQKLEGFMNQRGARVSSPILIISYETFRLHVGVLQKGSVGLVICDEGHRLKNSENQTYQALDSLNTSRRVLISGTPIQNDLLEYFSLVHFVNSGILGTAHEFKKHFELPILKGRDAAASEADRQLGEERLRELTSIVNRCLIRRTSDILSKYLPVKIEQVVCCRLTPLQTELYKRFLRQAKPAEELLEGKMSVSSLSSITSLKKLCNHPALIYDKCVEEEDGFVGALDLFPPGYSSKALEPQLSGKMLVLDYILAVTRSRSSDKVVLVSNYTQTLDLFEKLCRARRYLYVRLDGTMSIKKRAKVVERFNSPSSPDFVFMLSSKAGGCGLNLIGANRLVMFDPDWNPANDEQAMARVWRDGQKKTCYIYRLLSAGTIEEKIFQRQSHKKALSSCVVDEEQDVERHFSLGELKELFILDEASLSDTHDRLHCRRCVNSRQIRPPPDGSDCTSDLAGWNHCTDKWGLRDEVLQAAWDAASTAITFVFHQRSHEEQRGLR
Casp6 inh – inhibitors of human caspase-6. P55212. purified caspase-6, Z-VEID-R110 cleavage fluorescence. inhibition, % at 12.5 µM. hit rate 0.53% among 350,000. AID 686996;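 active = mean inhibition across replicates at least about 35%, with every replicate also reaching that limit, limit read from the data; inconclusive = only one of the two criteria met; inactive = neither criterion met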;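 note: 0% = median of neutral control wells and 100% = no fluorescence left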
Target sequence (P55212 24-179 limits assumed): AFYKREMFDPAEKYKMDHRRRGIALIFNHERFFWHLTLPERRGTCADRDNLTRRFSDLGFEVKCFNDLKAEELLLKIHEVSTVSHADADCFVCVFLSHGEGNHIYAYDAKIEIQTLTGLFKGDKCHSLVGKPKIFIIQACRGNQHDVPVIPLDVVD
Target sequence (P55212 194-293 limits assumed): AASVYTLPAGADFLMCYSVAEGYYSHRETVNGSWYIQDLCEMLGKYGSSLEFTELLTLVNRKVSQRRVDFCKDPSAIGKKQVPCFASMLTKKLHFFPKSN
E-selectin induc – E-selectin induction on HUVECs. HUVEC E-selectin immunofluorescence imaging; normalized: neutral wells 0, TNF-alpha wells 100. hit rate 0.37% among 260,000. P16581. activation, % at 7.58 µM. AID 686992;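 active = mean E-selectin-positive cell signal at least 10% of the positive control, reached in at least 60% of replicates, without over 20% cell loss; inconclusive = no rule given, readout overlaps actives, possibly toxicity-flagged; inactive = the rest, including those meeting only one limit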;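 note: in these data hits start at about 27%; measured in HUVEC primary endothelial cells; signal is the percent of cells scored E-selectin positive by PE staining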
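Test system: HUVEC | Signal: Immunofluorescence imaging | Read-out: Percent E-selectin-positive cells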
Starred values were filed as active, the others as inactive; ? = inconclusive; / = not tested or not shown; & = joins results of further samples.

SMILES	DENV2 CPE rescue	RAD52 anneal inh	INS-1E GSIS act	XiGFP reactiv	F508del corr	RAD54 inh	Casp6 inh	E-selectin induc
Cc1cc(C)c(-c2nc3ccccc3s2)[nH]1	-1	-4	-1	-0.1	-1.6	-14	-1	0.3
Cc1ccc(Cl)cc1-n1c(SCC(=O)NCCC2=CCCCC2)nc2n[nH]c(C)c2c1=N	5	-7	-2	0.0	-2.0	/	-3	/
COc1cccc(/C=N/NC(=O)C(C)Sc2ccccc2)c1 (configuration not stated)	6	5	-1	0.2	0.9	/	1	/
O=c1c2cccnc2n(-c2ccccc2)n1Cc1ccc(Cl)cc1	0	-14	1	-0.1	-3.3	/	-2	2.2
O=C(Nc1ccnn1C1CCN(Cc2ccccc2)CC1)c1ccccc1Cl	6	-5	9	-0.1	-3.6	5	-4	0.2
O=c1c2ccccc2oc2cc(C#CC3(O)CCCCC3)ccc12	14	7	/	0.3	4.4	3	7	0.1
O=C(CSc1ccc(-c2ccco2)nn1)Nc1ccc(F)cc1F	-1	-4	-15	0.0	-0.3	4	12	-0.1
COC(=O)[C@]1(C)N[C@H](CN(C)C(=O)Nc2ccc(C)cc2)[C@@H]2C(=O)N(C)C(=O)[C@@H]21	7	-11	-2	0.1	4.9	-8	2	/
CCc1ccc(NC(=O)NCc2cccnc2)cc1	?	-5	1	0.2	-2.1	-4	-4	0.0
CCOC(=O)C1=CCN(S(=O)(=O)c2ccc(Cl)cc2)C1c1ccc(Br)cc1 (configuration not stated)	-2	-10	2	-0.2	0.5	/	-1	-0.2
C[C@@H]1CN([C@H](C)CO)C(=O)c2cccc(NS(=O)(=O)c3cn(C)cn3)c2O[C@@H]1CN(C)C	4	9	18	-0.4	-0.9	8	0	3.9
Cc1noc(C)c1NC(=O)N[C@H]1CC[C@@H](CCNC(=O)C2CCOCC2)O[C@H]1CO	6	5	19	-0.2	-1.3	-2	-2	2.2

Exported as labelled records: part of the list above
Cc1cc(C)c(-c2nc3ccccc3s2)[nH]1
  DENV2 CPE rescue: -1; RAD52 anneal inh: -4; INS-1E GSIS act: -1; XiGFP reactiv: -0.1; F508del corr: -1.6; RAD54 inh: -14; Casp6 inh: -1; E-selectin induc: 0.3
Cc1ccc(Cl)cc1-n1c(SCC(=O)NCCC2=CCCCC2)nc2n[nH]c(C)c2c1=N
  DENV2 CPE rescue: 5; RAD52 anneal inh: -7; INS-1E GSIS act: -2; XiGFP reactiv: 0.0; F508del corr: -2.0; RAD54 inh: /; Casp6 inh: -3; E-selectin induc: /
COc1cccc(/C=N/NC(=O)C(C)Sc2ccccc2)c1 (configuration not stated)
  DENV2 CPE rescue: 6; RAD52 anneal inh: 5; INS-1E GSIS act: -1; XiGFP reactiv: 0.2; F508del corr: 0.9; RAD54 inh: /; Casp6 inh: 1; E-selectin induc: /

Carrying on.
SMILES	DENV2 CPE rescue	RAD52 anneal inh	INS-1E GSIS act	XiGFP reactiv	F508del corr	RAD54 inh	Casp6 inh	E-selectin induc
O=C(C[C@H]1C[C@H]2c3cc(NC(=O)Nc4ccccc4F)ccc3O[C@H]2[C@H](CO)O1)NCc1ccc(Oc2ccccc2)cc1	5	-10	-3	0.3	0.9	5	-7	0.5
O=C(CC1C(=O)N(c2ccccc2)C(=S)N1c1ccccc1)c1ccc(Br)cc1 (configuration not stated)	6	-18	0	0.1	0.2	/	-8	/
C[C@@H]1CN([C@@H](C)CO)S(=O)(=O)c2ccc(/C=C/c3ccccc3)cc2O[C@@H]1CN(C)Cc1ccc(C(=O)O)cc1	?	-15&2&-7	-25&28	0.1&-0.8	1.7&3.0&1.9	2&-5&-4	1&3&2	1.3&0.1
C[C@H]1CN([C@@H](C)CO)S(=O)(=O)c2ccc(-c3cncnc3)cc2O[C@@H]1CN(C)Cc1ccccn1	10	-7	11	0.1	0.2	-7	1	-0.1
CCSc1ccc([C@@H]2[C@H]3C(=O)N(C)C(=O)[C@H]3[C@]3(C(=O)OC)CCCCN23)cc1OC	-5	-108	-21	-0.1	-3.0	-6	1	-0.1
O=c1c2ccccc2nnn1-c1ccccc1[N+](=O)[O-]	1	-11	5	0.1	0.5	-3	/	0.5
COc1ccc(NC(=O)C[C@H]2C(=O)N(c3ccccc3)C[C@@H]2CSC)cc1	5	-2	-30	0.2	2.5	1	0	3.7
COCC(=O)N1C[C@H]2[C@@H](c3ccccc31)[C@@H](CO)N2Cc1cc(F)ccc1F	14	-24	4	-0.1	1.4	3	-3	0.5
COC(=O)[C@H]1[C@H](CO)[C@H]2Cn3c(ccc(C4=CCCCC4)c3=O)[C@H]2N1Cc1ccc2c(c1)OCO2	-1	-4	1	0.0	/	-2	-1	0.1
O=S(=O)(NC1CCN(S(=O)(=O)c2ccc3c(c2)OCCO3)C1)c1c(F)cccc1F (configuration not stated)	0	-10	-1	-0.3	-3.7	4	-1	0.0
CCCCCCN(C(=O)CCl)c1ccccc1	6	-14	2	0.0	-1.5	-7	-1	0.4
C[C@H]1CN([C@@H](C)CO)C(=O)c2cc(NC(=O)Nc3ccc(F)cc3)ccc2O[C@@H]1CN(C)S(=O)(=O)c1ccccc1	7	-39	-7	0.0	?	-2	3	-0.2
C[C@@H]1CN([C@@H](C)CO)C(=O)c2cc(NS(=O)(=O)c3cccs3)ccc2O[C@@H](C)CCCCO[C@H]1CN(C)C(=O)Cc1ccccc1	-1	-22	-14	-0.1	-2.1	-7	-4	-0.1
COc1ccc(-c2csc(NC(=O)CS(=O)(=O)c3ccc(F)cc3)n2)cc1OC	8	-31	11	0.0	2.1	/	6	0.0
O=C(NCCS(=O)(=O)N1CCC2(CC1)OCCO2)c1ccccc1	-1	-8	20	2.3	-0.8	3	-4	-0.4
C[C@@H]1CN([C@H](C)CO)C(=O)c2cc(NC(=O)Nc3ccc(F)cc3)ccc2O[C@@H](C)CCCCO[C@H]1CN(C)C	42*	-1	1	-0.8	-2.3	-5	2	0.3
O=C(C(=O)N1CCN(c2ccccc2F)CC1)c1cn(CC(=O)N2CCOCC2)c2ccccc12	3	-6	-8	0.0	1.1	-16	1	/
O=C1[C@H]2[C@@H]3CCN1CCC[C@@H]2C=C[C@@H]3c1ccc(Br)cc1	-4	-18	/	-0.1	2.7	/	5	/
C[C@@H]1CN([C@H](C)CO)C(=O)c2cc(NS(=O)(=O)c3ccc(F)cc3)ccc2O[C@H]1CN(C)S(C)(=O)=O	/	/	9	0.1	-1.4	/	/	5.7
O=C(CSc1nnnn1C1CCCC1)NCc1ccc2c(c1)OCO2	/	-9	-9	/	/	-11	-1	/
COC(=O)CC1C(=O)NCCN1C(=S)Nc1ccc(F)cc1 (configuration not stated)	13	-21	-4	0.2	-1.9	2	0	0.1
CCN1Cc2ccccc2-c2ccccc2S1(=O)=O	3	6	30	-0.1	2.2	3	4	0.2
CCn1cnc2c(NCCc3cccnc3)nc(C#N)nc21	-13	-7	36	0.3	3.4	-5	0	0.0
C=CCNC(=O)[C@@H]1[C@H]2C(=O)O[C@H](c3ccccc3)[C@H](c3ccccc3)N2[C@H](c2ccccc2OCCO)[C@@]12C(=O)N(C(=O)OCCOC)c1ccc(C#CC3=CCCCC3)cc12	6	-5	/	/	-4.1	-5	-1	/
O=C(Nc1ccccc1)Nc1ccccc1Br	/	1	-1	0.0	-0.3	/	0	-0.2
O=C(Nc1cc(F)ccc1F)N1CCCCN2[C@H](C1)[C@H](c1ccc(-c3ccccc3)cc1)[C@@H]2CO	36*	-3	-6	0.1	-3.3	1	0	-0.3
Cc1cc(NC(=O)Cn2cc([N+](=O)[O-])cn2)no1	5	3	15	-0.1	-3.6	5	4	0.0
CCCC(=O)N1CCN(c2ccc(NC(=O)c3ccc([N+](=O)[O-])o3)cc2)CC1	-6	-3	-22	0.0	-4.6	/	4	-2.8
COc1ccc(-c2csc3ncnc(N4CCN(c5cccc(OC)c5)CC4)c23)cc1	-7	-3	-9	0.0	1.0	-5	-2	/
O=S(=O)(N[C@@H]1CC[C@H](CCn2cc(-c3ccccn3)nn2)O[C@@H]1CO)c1cccc(F)c1	0	-6	11	0.3	1.6	2	1	-0.3
Cc1ccc(C(=O)OCC(=O)c2c[nH]c3ccccc23)cc1NC(=O)c1ccco1	-4	-13	0	0.5	3.6	/	2	/
COc1ccc(NC(=O)N(C)C[C@@H]2Oc3ncc(C#Cc4ccc(C(F)(F)F)cc4)cc3C(=O)N([C@H](C)CO)C[C@@H]2C)cc1	-5	5	-20	-1.0	-1.5	-8	5	0.0
CN1CCN(C=Nc2nc3ccccc3nc2N2CCCC2)CC1	-3	-6	18	-0.1	2.7	16	-6	/
O=C(CNS(=O)(=O)c1ccc(Br)cc1Cl)OCC(=O)c1ccc[nH]1	3	-80	6	0.1	1.7	-5	0	/
Cc1cc(C)nc(SC2c3cccc4cccc(c34)C2NS(=O)(=O)c2ccccc2)n1 (configuration not stated)	/	/	-17	-0.1	/	-3	/	1.0
CC(C)c1ccc(S(=O)(=O)N2CCN(C(=O)c3cccc(S(=O)(=O)N4CCOCC4)c3)CC2)cc1	?	0	-33	-0.1	0.4	-7	0	/
CCN(c1ccccc1)S(=O)(=O)c1ccc(Cl)c(NC(=O)COC(=O)c2ccc[nH]c2=O)c1	-2	-13	22	/	2.3	/	3	1.5
CCOc1cc(S(=O)(=O)N(CC)CC)ccc1Cl	0	-12	23	0.0	-1.3	/	0	/
CC(C)CC#Cc1cnc2c(c1)C(=O)N([C@@H](C)CO)C[C@H](C)[C@@H](CN(C)C(=O)c1cnccn1)O2	-8	-9	-14	-0.5	1.6	-2	0	0.3
CCc1cc2c(C)ccc(C)c2nc1SCC(=O)Nc1cc(C)on1	11	-21	8	-0.1	-2.0	-11	6	/
CC(/C=C/c1ccco1)=N\NC(=O)CNc1ccc2ccccc2c1	3	-11	-10	0.0	-3.7	/	1	/
CC1CCCC(NC(=O)COC(=O)c2cccnc2Cl)C1C (configuration not stated)	-5	-5	-8	0.0	-1.6	5	-1	/
COc1cccc(-c2ccc3c(c2)[C@H]2[C@H](CCN2S(=O)(=O)c2cn(C)cn2)[C@H](CO)N3)c1	-4	6	-4	0.1	-2.5	7	0	0.4
COC(=O)c1ccc(Nc2ncnc3c2cnn3-c2cccc(C)c2)cc1	?	-11	0	0.1	1.3	2	-4	-0.2
CCCN1CCCCC(NC(C)=O)C1=O (configuration not stated)	-7	0	/	0.0	-0.8	/	-2	-0.2
CN1CCN(c2ccc(C(CC(N)=O)NC(=O)Cc3ccc(Br)cc3)cc2[N+](=O)[O-])CC1 (configuration not stated)	6	4	7	0.0	-0.1	-2	0	0.1
O=c1c(-c2cccnc2)nc2ccccc2n1C(CCc1ccccc1)c1nc2ccccc2[nH]1 (configuration not stated)	?	-10	/	0.2	0.7	/	2	-0.1
CC1(C(=O)N2CCCCC2)CCN1C(=O)Cc1ccc(-c2ccccc2)cc1 (configuration not stated)	9	-8	1	0.1	2.0	-11	2	-0.1

Screening results as filed in PubChem BioAssay.

Outcome played no part in choosing rows, and some 3.7% of all compounds hit somewhere here.
